GAA glycogen mod – qHTS Assay for Inhibitors and Activators of Human alpha-Glucosidase Cleavage of Glycogen; Lysosomal alpha-glucosidase (Homo sapiens), P10253; recombinant GAA, glycogen substrate, Amplex Red glucose oxidase fluorescence; Potency, µM (highest dose often 76.4 µM), inactives show top-dose activity change, negative = inhibition, most hits filed as inhibitors; actives 0.38% (n = 300,000); active = well fitted inhibition curve with a large enough effect; inconclusive = small, poorly fitted or top-dose-only effect, or another doubt; inactive = no such curve, though single readings can be large or run the other way;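 note: 0% = full enzyme reaction and -100% = no-enzyme basal signal; the screen sought inhibitors and activators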
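Recombinant human alpha-glucosidase (4 nM final) hydrolysed bovine liver glycogen (30 ug) for 40 min at 37 C in pH 5.0 citrate/phosphate with 0.01% Tween-20. Released glucose detected by glucose oxidase/Amplex Red, Ex 573/Em 610 nm. Compounds up to 77 uM; AC50 from Hill fits.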
An asterisk follows results filed as active; ? = inconclusive; [ ] = remark or other dose. Potency is the fitted concentration of half-maximal effect.

| compound | GAA glycogen mod |
| --- | --- |
| O=C(OCC(=O)N1CCCC1)c1cc([N+](=O)[O-])ccc1Cl | 1% |
| CCOC(=O)N1CCN(C(=O)c2ccc3nc(-c4ccccc4)c(-c4ccccc4)nc3c2)CC1 | -20%[76.3 µM] |
| CCCn1c(SCC(=O)NNC(=O)c2ccc(C)cc2)nnc1C(C)C | -4% |
| COc1ccc(N2CCN(C3(c4ccccc4)C(=O)c4ccccc4C3=O)CC2)cc1 | 6%[76.3 µM] |
| COc1cccc(C(C(=O)NC2CCCC2)N(C(=O)c2ccco2)c2ccccc2)c1OC (stereo not drawn) | -7% |
| Cc1c(OCC(=O)NCCN2CCOCC2)ccc2c3c(c(=O)oc12)CCC3 | 0%[76.3 µM] |
| CCOc1ccc(CC(=O)NC2CCN(Cc3ccccc3)CC2)cc1 | -11%[76.3 µM] |
| COc1ccc(CCNC(=O)CCCCn2c(=O)c3ccccc3n(Cc3ccc(F)cc3Cl)c2=O)cc1OC | 14%[76.3 µM] |
| O=C(Nc1ccc(Cl)c([N+](=O)[O-])c1)c1ccco1 | -5%[76.3 µM] |
| CC(=O)Nc1ccc2nc(NC(=O)c3ccco3)sc2c1 | 15%[76.3 µM] |
| COc1cc(OC)cc(-c2nc3n(n2)C(c2ccccc2F)C(C(=O)Nc2cccnc2)=C(C)N3)c1 (stereo not drawn) | -27%[76.3 µM] |
| O=C(Cn1ncc2c3ccccc3n(Cc3ccccc3)c2c1=O)NCCCN1CCCC1=O | 4%[76.3 µM] |
| N#Cc1c(-n2ncnc2-c2ccccc2Cl)sc2c1CCCCC2 | -3%[76.3 µM] |
| COc1cc(NC(=O)NC(C)c2c(-n3cccc3)sc3c2CCCC3)cc(OC)c1OC (stereo not drawn) | 7%[76.3 µM] |
| Cn1c(NCCO)nc2c1c(=O)n(Cc1cccc(Cl)c1)c(=O)n2C | -1% |
| CN1CCN(c2ccc(CNS(=O)(=O)c3ccc(F)cc3Cl)cc2)CC1 | -3%[76.3 µM] |
| COc1cccc(-n2nnnc2SCC(=O)NC2CCCCC2)c1 | 3% |
| Oc1cccc2ccc(/C=C/c3ccccc3Cl)nc12 | 0% |
| N#C/C(=C\c1ccccc1F)c1nc2ccccc2c(=O)[nH]1 | 6%[76.3 µM] |
| Cc1c(NC(=O)Nc2ccc(C(C)(C)C)cc2)c(=O)n(-c2ccccc2)n1C | 2% |
| COc1cccc(NC(=O)C2CCN(S(=O)(=O)c3cccc4nonc34)CC2)c1 | 10%[76.3 µM] |
| CC(C)C(NC(=O)c1ccco1)C(=O)NC1CCCCCC1 (stereo not drawn) | 1%[76.3 µM] |
| O=C(CN1CCOCC1)Nc1ccc(Cl)c(Cl)c1 | -16%[15.3 µM] |
| COc1cccc(CN2CCNC(=O)C2CC(=O)N(C)CCC2CCOCC2)c1OC (stereo not drawn) | 5%[76.3 µM] |
| CCOC(=O)c1c(NC(=O)c2nc(SCC)ncc2Cl)sc2c1CCCC2 | 13%[76.3 µM] |
| O=C(CN1CCc2ccccc2C1)Nc1ccc(F)cc1 | 9%[76.3 µM] |
| CC(=O)N1c2ccc(S(=O)(=O)N(C)CC(=O)NC(C)c3ccccc3)cc2CC1C (stereo not drawn) | 0%[76.3 µM] |
| CC1CCCN(C2(O)C(=O)Nc3ccc(Cl)cc32)C1 (stereo not drawn) | -2% |
| Cc1ccc(OCCCC(=O)NC2CCCCC2)cc1 | -6%[76.3 µM] |
| COc1cccc(/C=N/Nc2ccc([N+](=O)[O-])cc2)c1O | -29% |

As entered above:
GAA glycogen mod with CC(=O)Nc1ccc2nc(NC(=O)c3ccco3)sc2c1 stands at 15%[76.3 µM]
GAA glycogen mod with CC(C)C(NC(=O)c1ccco1)C(=O)NC1CCCCCC1 (stereo not drawn) stands at 1%[76.3 µM]
GAA glycogen mod with COc1cccc(-n2nnnc2SCC(=O)NC2CCCCC2)c1 stands at 3%
GAA glycogen mod with COc1ccc(CCNC(=O)CCCCn2c(=O)c3ccccc3n(Cc3ccc(F)cc3Cl)c2=O)cc1OC stands at 14%[76.3 µM]

Later entries:
| compound | GAA glycogen mod |
| --- | --- |
| C/C(=N/NC(=O)c1ccc(Br)s1)c1cccnc1 | ? |
| COCCn1c(=O)[nH]c2cc(C(=O)N3CCN(c4cccc(C(F)(F)F)c4)CC3)ccc2c1=O | -2% |
| Cc1c(OC(C)C(=O)NCCCN2CCOCC2)ccc2c3c(c(=O)oc12)CCCC3 (stereo not drawn) | -4%[76.3 µM] |
| COc1ccc(-c2oc3ncn4nc(-c5cccc(C)c5)nc4c3c2-c2ccc(OC)cc2)cc1 | -18%[76.3 µM] |
| COc1cc(CCC(=O)OCC(=O)Nc2ccc(Br)cc2F)cc(OC)c1OC | 5% |
| O=C(Nc1cccnc1)c1ccc2ccccc2c1O | -5%[76.3 µM] |
| CCOC(=O)N1CCc2c(sc3c2c(=O)n(CCc2ccccc2)c(=O)n3Cc2ccc(C)cc2C)C1 | 10%[76.3 µM] |
| COc1ccc(C)cc1NC(=O)CSc1ccc(-c2sc(C)nc2C)nn1 | -3%[76.3 µM] |
| COc1ccc(CCNC(=O)c2ccc(Cn3c(=O)c4ccccc4n(CC(=O)C(C)(C)C)c3=O)cc2)cc1OC | -1%[76.3 µM] |
| COc1ccccc1CNC(=O)c1sccc1-c1ccccc1 | 7% |
| CC(C)Cn1c(=O)c2sccc2n2c(CCCC(=O)N3CCN(c4ccc(F)cc4)CC3)nnc12 | -5%[76.3 µM] |
| Cc1ccc(C)c(C(C)NC(=S)NCc2ccc(F)cc2)c1 (stereo not drawn) | 2%[76.3 µM] |
| Cc1ccc(CN2[C@@H]3c4ccccc4C[C@@H]3OCCS2(=O)=O)cc1 | -10%[76.3 µM] |
| CN1C(C(=O)c2ccccc2)=C(OC(=O)c2ccc(Br)cc2)c2ccccc2S1(=O)=O | -10%[76.3 µM] |
| CC(C)N1CC(C(=O)Nc2cccc([N+](=O)[O-])c2)CC1=O (stereo not drawn) | -3%[76.3 µM] |
| COc1ccc(S(=O)(=O)N2CCN(CCCOc3ccc(F)cc3)CC2)cc1OC | -11%[76.3 µM] |
| Cc1ccccc1C(=O)Nc1nnc(S(=O)(=O)N2CCCc3ccccc32)s1 | 0%[76.3 µM] |
| Cc1cc(C)c(-c2n[nH]c3c2C(c2ccccc2F)N(Cc2ccco2)C3=O)c(O)c1 (stereo not drawn) | -3%[76.3 µM] |
| C=CCN1CC(=O)N2C(C)c3[nH]c4ccccc4c3C[C@H]2C1=O (stereo partly drawn) | 4% |
| CCC(=O)Nc1nnc(S(=O)(=O)N2CCCC2)s1 | 2%[76.3 µM] |
| N#C/C=C/C(=C\Nc1ccc(Cl)cc1)S(=O)(=O)c1ccccc1 | -1% |
| CC(C)(C)c1csc(NC(=O)C2COc3ccccc3O2)n1 (stereo not drawn) | 3%[76.3 µM] |
| COc1ccc(NC(=O)CNC(c2ccccc2)c2ccccc2)cc1Cl | 1% |
| COc1ccc(-c2noc(CCC(=O)NCc3ccc(OC)cc3OC)n2)cc1 | -3%[76.3 µM] |
| CCCn1c(C)nc2cc(Cl)c(N3CCN(c4nc(-c5ccc(C)cc5)cs4)CC3)cc21 | 8%[76.3 µM] |
| Cc1ccc(S(=O)(=O)c2c(O)cc(C)c(NS(=O)(=O)c3ccc(Br)cc3)c2C)cc1 | -12%[76.3 µM] |
| COc1ccc(NC(=O)CCNS(=O)(=O)c2ccc(Cl)c([N+](=O)[O-])c2)cc1S(N)(=O)=O | 0% |
| CSc1nc(O)c(C(c2ccccc2)c2c(O)nc(SC)[nH]c2=O)c(=O)[nH]1 | 1%[76.3 µM] |
| CCOc1ccc(NC(=O)CCc2nnc3ccc(N4CCC(C)CC4)nn23)cc1 | -5%[76.3 µM] |
| Cc1ccc(C)c(N2CCN(C3(c4ccccc4)C(=O)c4ccccc4C3=O)CC2)c1 | 12%[76.3 µM] |

Continuation:
mol	GAA glycogen mod
COc1nc(N)nc2nc[nH]c12	16%[76.3 µM]
COc1cccc(OC)c1C(=O)Nc1ccc(C(=O)NCc2ccccc2)cc1	0%[76.3 µM]
CCOc1ccc(OCCN2C(=O)c3ccccc3C2=O)cc1	-3%[76.3 µM]
C=CCOc1ccccc1/C=N/n1nnnc1N	-1%[76.3 µM]
CCn1c(C(=O)N2CCC(C(=O)N3CCN(c4cc(C)ccc4C)CC3)CC2)cc2sccc21	-2%[76.3 µM]
CCc1ccc(NC(=O)CCS(=O)(=O)c2ccc(Br)cc2)cc1	-2%
O=C(Cn1nc(-c2ccccc2)c2ccccc2c1=O)NCCO	4%
COc1ncccc1C(=O)N1CCCC(N2CCN(c3cccc(Cl)c3)CC2)C1 (stereo not drawn)	-6%[76.3 µM]
COc1ccc(-c2ccc(SCC(=O)N3CC(=O)Nc4ccccc43)nn2)cc1	4%
O=C(CSc1nc2ccccc2nc1Cc1ccccc1F)Nc1cccc(C(F)(F)F)c1	?
COc1ccc(CNc2nc(-c3ccc(Cl)cc3)cc(C(F)(F)F)n2)cc1	-18%[76.3 µM]
Cc1nnc(Nc2ccc(F)cc2)c2ccccc12	-19%[76.3 µM]
COC(=O)CC1C(=O)NCCN1C(=O)c1cc([N+](=O)[O-])ccc1Cl (stereo not drawn)	1%[76.3 µM]
CCSc1nnc(CCNS(=O)(=O)c2ccc(C(C)=O)cc2)n1C	-2%[76.3 µM]
O=C(Oc1ccccc1F)c1nc(SCc2ccccc2F)ncc1Cl	11%[76.3 µM]
Cc1cccc(OCC(O)Cn2c(N3CCCCC3)nc3c2c(=O)[nH]c(=O)n3C)c1 (stereo not drawn)	-1%
CCOC(=O)c1c(C)[nH]c(C)c1S(=O)(=O)NC(C)Cc1ccco1 (stereo not drawn)	-3%[76.3 µM]
O=C(CCn1nnc2ccccc21)OCC(=O)c1ccc([N+](=O)[O-])cc1	14%
COc1cccc(Nc2nc(-c3cccnc3)cs2)c1	4%[76.3 µM]
O=C(NCCCN1CCCC1=O)Nc1cc(Cl)ccc1Cl	1%[76.3 µM]

3 entries from above, arranged by the value under GAA glycogen mod, ascending.
| molecule | GAA glycogen mod |
| --- | --- |
| CCc1ccc(NC(=O)CCS(=O)(=O)c2ccc(Br)cc2)cc1 | -2% |
| Cc1cccc(OCC(O)Cn2c(N3CCCCC3)nc3c2c(=O)[nH]c(=O)n3C)c1 (stereo not drawn) | -1% |
| O=C(Cn1nc(-c2ccccc2)c2ccccc2c1=O)NCCO | 4% |

The list goes on:
mol	GAA glycogen mod
CC1(C)CC(=O)c2cc(C#N)c(=O)n(-c3ccc(Cl)cc3)c2C1	12%[76.3 µM]
Cc1nc(SCc2ccc([N+](=O)[O-])cc2)n[nH]1	14%[76.3 µM]
CC(=O)c1ccc(NC(=O)Nc2cccc3ccccc23)cc1	0%[76.3 µM]
COc1ccc(CCNC(=O)CCOc2ccc(C)cc2)cc1OC	-15%[76.3 µM]
COc1ccc(S(=O)(=O)/C(C#N)=C/Nc2ccccc2F)cc1	-2%
COc1ccc(CNC(=O)c2ccc(NC(=O)N3CC4CCCN4c4ccccc43)cc2)cc1 (stereo not drawn)	18µM*
CS(=O)(=O)N(CC(=O)Nc1ccc(F)cc1F)C1CCCCC1	13%[76.3 µM]
CC(=O)Nc1cccc(CCc2nc3ccccc3[nH]2)c1	12%[76.3 µM]
CCC(C)[C@H](NC(=O)N1CC(=O)Nc2ccccc21)C(=O)N[C@H](Cc1c[nH]c2ccccc12)C(=O)O (stereo partly drawn)	-18%[76.3 µM]
Cc1ccc(S(=O)(=O)c2nnn3c2nc(N2CCOCC2)c2sccc23)cc1C	-9%[76.3 µM]
Cc1ccnc(NC(=O)c2ccc(COc3c(F)c(F)cc(F)c3F)o2)c1	-13%[76.3 µM]
CCC1CCCCN1CCCNC(=O)c1c(O)nc2c(C)cccn2c1=O (stereo not drawn)	18%[76.3 µM]
O=C(Nc1ccccc1)Nc1cnccn1	-3%[76.3 µM]
COc1ccc(C(=O)N(Cc2ccco2)Cc2ccco2)cc1	14%[76.3 µM]
CCOC(=O)Nc1ccc(N2CCOCC2)c(S(=O)(=O)N2CCOCC2)c1	-1%[76.3 µM]
CC1CCN(S(=O)(=O)c2ccc3c(c2)N(CC(=O)NCCc2ccccc2)C(=O)CO3)CC1	-4%[76.3 µM]
Cc1ccccc1C(=O)Nc1ccc2c(c1)C(=O)NC2=O	3%[76.3 µM]
Cc1ccc(-c2cc(-c3coc4ccccc4c3=O)c3c(n2)-c2cc(Cl)ccc2OC3)cc1	15%[76.3 µM]
Cc1ccc(C2=NS(=O)(=O)N(C)C(C(=O)NCc3ccccc3)=C2)cc1	10%[76.3 µM]
CCc1ccc(-c2cc(C)no2)cc1S(=O)(=O)N1CCN(c2ccc(C(C)=O)cc2)CC1	-14%[76.3 µM]

Remaining list, next part:
mol	GAA glycogen mod
COc1ccc([N+](=O)[O-])cc1Nc1c2ccccc2nc2ccccc12	0%[76.3 µM]
CC1CCN(S(=O)(=O)c2ccc3c(c2)CCN3C(=O)Nc2ccccc2Br)CC1	-1%[76.3 µM]
Cc1cc(C)n2nc(-c3ccccc3)c(-c3ccccc3)c2n1	0%[76.3 µM]
Cc1cc(C)cc(NC(=O)C2CCCN(c3cnccn3)C2)c1 (stereo not drawn)	15%[76.3 µM]
CC1=NOC(=O)/C1=C/c1ccc(O)c(Cl)c1	-13%
CCN(c1cc(C)cc(C)c1)S(=O)(=O)c1nnc(NC(=O)C2CCCCC2)s1	-6%[76.3 µM]
CN(CCOc1ccccc1)CC(O)COCc1ccccc1F (stereo not drawn)	7%
O=C(NCc1ccccc1)c1onc(CSc2nc3ccccc3[nH]2)c1C(=O)NCc1ccccc1	6%[76.3 µM]
C=CCNC(=O)c1ccc(N(Cc2ccc(Cl)cc2)S(C)(=O)=O)cc1	3%[76.3 µM]
Cc1cc2ccccc2n1CCNC(=O)c1ccc(Br)cc1	2%[76.3 µM]
CCOC(=O)c1ccc(N2C=C(C(=O)OC)C(c3ccc(OC)c(O)c3)C(C(=O)OC)=C2)cc1	0%

Screens (PubChem BioAssay)

Some of the compounds tested; count on the stated rates, not on these rows.
